# Integrin act MD – integrin-mediated muscular dystrophy alleviation activation; 350,000 compounds, 0.064% hits; Potency, µM (series often up to 38.3 µM), inactives show top-dose activation, actives largely listed as activators; alpha7betagal myoblasts, beta-gal FDG fluorescence, 48 h; AID 624291;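 further: potency means the concentration at half of the fitted maximal effect; 100% = response of the positive control SU9516; nearly all actives have a fitted effect of over 60% in size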
#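 alpha7betagal+/- myoblasts (passage 13, 250/well) treated 48 h at 37C with compounds at 1:260 dilution of DMSO stock. Lysed, then beta-galactosidase activity read as FDG fluorescence (ex 480/em 540) after 30 min, with pre-read for autofluorescence.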
# ELG1 genotoxic – inducers of genotoxicity in HEK293T ELG1-luciferase cells. HEK293T ELG1-luciferase reporter, luminescence, 16 h. Potency, µM (top dose mostly 46 µM), for the others: at the highest dose activity change, positive = activation, hits mostly activators. 330,000 compounds, 1.3% hits. AID 504466; further: potency means the concentration at half of the fitted maximal effect; % of control where 0% means no effect; nearly all actives have a fitted effect of over 60% in size
#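 Reporter readout depends on ELG1 protein level, which increases with genetic stress. After 16 hr compound exposure at 37 °C, luciferase activity was quantified using ONE-Glo.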
# TRPV1 agonist – activates the human vanilloid receptor TRPV1. Q8NER1. TRPV1-expressing cells, Fluo-8 calcium influx, agonist mode. activation, % at 8.33 µM. 320,000 compounds, 0.19% hits; in the data active means activation above about 80%; inconclusive means between about 30% and that limit; further: 0% is about no effect
#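 TRPV1-expressing cells were cultured overnight at 35.5C and loaded with Fluo-8 calcium dye for 40 to 90 min at room temperature. After a 10 s baseline, compound was added and calcium influx was read kinetically for 3 min (ex 480/em 520 nm).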
# S-ASM inh – blocks human secretory acid sphingomyelinase; 340,000 compounds, 0.006% hits; P17405; Potency, µM (series often up to 57.5 µM), without a hit: at the highest dose activity change, negative = inhibition, usual class: inhibitors; placental ASM, HMU-PC fluorogenic substrate, 60 min; AID 504937; further: potency means the concentration at half of the fitted maximal effect
#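 Human placenta-derived ASM preincubated with compound 10 min at room temperature, then reacted with 9 uM (final) fluorogenic HMU-PC substrate for 60 min at 37 C. Stop solution raises pH to 10; fluorescence read at Ex 386/Em 447 nm.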
# BRCA1 expr up – BRCA1 expression activation; Potency, µM (series often up to 46.1 µM), for inactives: at the highest dose activation, hits mostly activators; 380,000 compounds, 1.1% hits; MCF7-BRCA1-FFLuc reporter, luminescence, 48 h; response scale: scaled: vehicle 0%, 10 µM genistein 100%; AID 624202; further: potency means the concentration at half of the fitted maximal effect; nearly all actives have a fitted effect of over 80% in size; some results filed as inactive show a strong effect at the top dose
#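 Luminescence from a BRCA1-driven firefly luciferase in MCF7 cells was read after 48 h compound exposure at 37 C. Data normalized against DMSO and a 10microM genistein activation control, then curve-fitted across the titration.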
# p53 reactivation – mutant p53 re-activation in reporter cells | H1299 p53-A138V BP100-luciferase reporter, luminescence, 24 h | Potency, µM (highest dose often 92.2 µM), for inactives: at the top dose activity change, positive = activation, usual class: activators | 320,000 compounds, 0.063% hits | AID 504706; further: potency means the concentration at half of the fitted maximal effect; % of control where 0% means no effect; nearly all actives have a fitted effect of over 45% in size
#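 H1299 (p53-null), stable ts p53-A138V + BP100-Luc; 1000 cells/well, Opti-MEM/10% FBS; cpd 4 pt, 1:5; 24 h, 37 deg C, 5% CO2; detection reagent 10 min RT; luminescence.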
# PTAP TSG101 blk – blocks PTAP/TSG101 interaction to inhibit HIV-1 budding. AID 493005. 340,000 tested, under 10 active. Potency, µM (series often up to 115 µM), without a hit: at the highest dose activity change, negative = inhibition, usual class: inhibitors. Fluorescence polarization, FITC-PTAP peptide / Tsg101 binding; active means well fitted inhibition curve with a large enough effect in the main read-out, with a control signal flat, not every such curve was filed as active; inconclusive means small, poorly fitted or top-dose-only effect, or effect the other way, or a change in a side signal; inactive means no such curve, though single readings can be large or run the other way; further: potency means the concentration at half of the fitted maximal effect; % of control where 0% means no effect
# Target sequence (Q99816 whole entry, looked up): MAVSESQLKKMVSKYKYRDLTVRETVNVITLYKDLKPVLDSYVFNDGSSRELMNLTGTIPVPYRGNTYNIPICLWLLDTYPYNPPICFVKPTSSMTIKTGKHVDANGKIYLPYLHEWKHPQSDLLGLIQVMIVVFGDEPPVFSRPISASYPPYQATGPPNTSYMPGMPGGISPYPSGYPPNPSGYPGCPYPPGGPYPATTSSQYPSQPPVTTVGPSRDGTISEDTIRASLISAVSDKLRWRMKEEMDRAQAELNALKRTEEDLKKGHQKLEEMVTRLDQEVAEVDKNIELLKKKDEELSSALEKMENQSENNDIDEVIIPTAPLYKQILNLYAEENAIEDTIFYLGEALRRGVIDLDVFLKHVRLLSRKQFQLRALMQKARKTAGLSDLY
#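 Steps: Tsg101 binding domain dispensed (10 uM final), compounds pinned in DMSO, FITC-labeled PTAP-motif peptide added (50 nM final); after 20 min binding at room temperature, polarization measured.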
# uPA generation – inhibitors of cell surface uPA generation. cell surface uPA generation assay, qHTS. Potency, µM (titrated, usually from 38.3 µM), for the others: at the highest dose activity change, negative = inhibition, usual class: inhibitors. 330,000 compounds, 0.31% hits; active means well fitted inhibition curve with a large enough effect; inconclusive means small, poorly fitted or top-dose-only effect; inactive means no such curve, though single readings can be large or run the other way; tested in mouse RAW 264.7 cells; further: potency means the concentration at half of the fitted maximal effect; on the % scale 0 is the no-effect control and ±100 the full control effect; nearly all actives have a fitted effect of over 55% in size
# USP2a inh – USP2a (human) protease inhibition. O75604. USP2 core, Ub-CHOP2 coupled fluorogenic reporter, 485/531. Potency, µM (doses to about 38.3 µM), without a hit: top-dose activity change, negative = inhibition, actives largely listed as inhibitors. 330,000 compounds, 0.01% hits;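 further: potency means the concentration at half of the fitted maximal effect; plate controls were DMSO wells for no effect and full inhibition by NEM control for full effect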
#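 Deubiquitinase activity read as fluorescence (485/531 nm) after Ub-CHOP2 cleavage activates the enterokinase reporter on its substrate; USP2 core 10nM, Ub-CHOP2 and substrate 25nM each, 30min compound preincubation then 60min RT; data normalized to NEM, curves fitted.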
# B2AR arrestin – recruits beta-arrestin to the human beta2-adrenergic receptor | Potency, µM (titrated, usually from 46.1 µM), for the others: at the top dose activation, hits mostly activators | beta-arrestin recruitment to beta2AR, cell-based reporter | P07550 | 330,000 compounds, 0.02% hits | AID 492947;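 further: potency means the concentration at half of the fitted maximal effect; 0% = DMSO controls and full agonism = EC100 isoproterenol or metaproterenol; nearly all actives have a fitted effect of over 65% in size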
# Eya2 phos inh – blocks the phosphatase activity of human Eya2 | O00167 | recombinant Eya2, OMFP fluorescence dephosphorylation (OMFP is methylfluorescein phosphate) | Potency, µM (series often up to 76.9 µM), inactives show at the top dose activity, negative = inhibition, actives largely listed as inhibitors | 330,000 compounds, 0.006% hits; further: potency means the concentration at half of the fitted maximal effect; on the % scale 0 is the no-effect control and ±100 the full control effect
# Target sequence (O00167 whole entry, looked up): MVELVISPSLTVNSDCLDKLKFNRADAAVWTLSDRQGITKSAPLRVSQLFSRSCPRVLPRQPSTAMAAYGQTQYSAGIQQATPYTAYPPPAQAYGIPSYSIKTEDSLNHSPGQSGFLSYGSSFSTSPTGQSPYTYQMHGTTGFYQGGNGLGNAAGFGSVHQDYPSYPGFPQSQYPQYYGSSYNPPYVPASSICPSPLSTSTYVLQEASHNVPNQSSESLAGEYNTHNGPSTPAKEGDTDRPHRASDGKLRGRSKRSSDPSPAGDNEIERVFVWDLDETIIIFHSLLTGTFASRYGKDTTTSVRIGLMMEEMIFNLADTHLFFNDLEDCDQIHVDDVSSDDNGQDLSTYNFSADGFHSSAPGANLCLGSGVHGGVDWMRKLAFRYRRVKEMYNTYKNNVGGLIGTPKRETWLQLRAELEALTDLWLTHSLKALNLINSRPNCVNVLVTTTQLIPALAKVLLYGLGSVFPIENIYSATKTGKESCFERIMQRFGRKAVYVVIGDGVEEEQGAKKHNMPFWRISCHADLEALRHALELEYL
#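 Eya2 (0.2 uM) preincubated 10 min at ambient with compound, then OMFP substrate added at 50 uM; 10 min reaction in 50 mM HEPES pH 7.5, 50 mM NaCl, 5 uM MgCl2, 0.05% BSA, 1 mM DTT. Fluorescence read at Ex 485/Em 525 nm.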
# Active calls of the source: *; u = inconclusive; x = no result given; [ ] = remark or other dose. Unless noted, the call rests on the fitted dose curve; in most records, active means well fitted curve in the direction sought with a large enough effect; inconclusive means small, poorly fitted or top-dose-only effect, or another doubt; inactive means no such curve, though single readings can be large; an effect the other way counts as inactive or inconclusive.
SMILES,Integrin act MD,ELG1 genotoxic,TRPV1 agonist,S-ASM inh,BRCA1 expr up,p53 reactivation,PTAP TSG101 blk,uPA generation,USP2a inh,B2AR arrestin,Eya2 phos inh
Cc1cc2n(n1)C(c1ccco1)Nc1ccccc1-2 (stereo unspecified),-13%,3%,-1,3%,-4%,9%,-10%,-9%,0%,-0.1%,12%
CCc1ccc(C(C)NC(=O)Cc2ccc(F)cc2)cc1 (stereo unspecified),10%,0%,u,0%,-14%,-8%,-1%,3%,1%,-0.7%,7%
O=c1cc(COc2ncnc3ccccc23)nc2sccn12,3%,1%,3,0%,-19%,-4%,-3%,-9%,-8%,-0.4%,-6%
O=c1cc(CN2CCN(Cc3ccccc3)CC2)c2cc3c(cc2o1)CCC3,-15%,-3%,u,-2%,1%,-4%,-4%,11%,0%,0.3%,-1%
COC(=O)C1CCN(C(=O)c2c(-c3ccccc3Cl)noc2C)CC1,-9%,-1%,0,1%,7%,-10%,-4%,0%,2%,-0.4%,-33%
Cc1ccc(OCCn2c(NC(=O)c3ccco3)nc3ccccc32)cc1,-19%,1%,15,-27%,-30%,5%,-4%,0%,4%,0.1%,23%
O=C(O)c1ccc(NC(=O)C2C3CCC(C3)C2C(=O)O)cc1 (stereo unspecified),18%,-4%,0,2%,-18%,-2%,-6%,-4%,2%,-0.3%,6%
Cc1ccc(Cl)cc1NC(=S)N1CCC(c2ccccc2)C1 (stereo unspecified),9%,-1%,21,-3%,16%,3%,0%,-4%,-2%,4.5%,-2%
O=C(CCN1CCc2ccccc2C1)Nc1ccc(F)c(F)c1,-34%,-2%,29,-1%,-24%,-3%,2%,2%,-2%,-1.1%,-8%
Cc1nc2nc(SCC(=O)NCCCN3CCCCCC3)nn2c(C)c1Cc1ccccc1Cl,-30%,1%,2,-2%,-26%,12%,-6%,-2%,4%,-0.4%,-2%
O=C(Nc1nnc(S(=O)(=O)N2CCOCC2)s1)c1ccc(Cl)cc1,3%,-1%,3,-1%,27%,x,-5%,-1%,1%,0.1%,4%
COc1ccc(NC(=O)CN2C(=O)COc3ccc(S(=O)(=O)N4CCCCCC4)cc32)cc1,-7%,0%,5,4%,18%,-1%,-7%,-11%,-2%,0.4%,0%
O=C1NC2(CCCCC2)N=C1c1ccccc1,-6%,-6%,18,-1%,2%,22%,x,5%,1%,0.3%,-3%
CCOC(=O)Cc1csc(NC(=O)c2ccc(Cl)nc2)n1,0%,-9%,-3,-1%,1%,0%,-4%,x,4%,5.0%,1%
CC(C)[C@@H](C(=O)NC1CC1)N1C(=O)N2CCc3c([nH]c4ccccc34)[C@@]2(C)C1=O,7%,-5%,2,1%,2%,-1%,2%,6%,-1%,0.2%,-17%
CC1CN(S(=O)(=O)c2ccc(CN3C(=O)c4cccnc4C3=O)s2)c2ccccc2O1 (stereo unspecified),3%,-7%,-2,-2%,10%,2%,-4%,-1%,-1%,-1.0%,-10%
NC(=O)c1cc[n+](Cc2ccc([N+](=O)[O-])cc2)cc1,21%,0%,0,-1%,-3%,1%,-3%,18%,0%,-0.5%,0%
Cc1cccc(COc2ccc(/C=N/NC(=O)c3nnn(-c4nonc4N)c3CN3CCCCC3)cc2)c1,-3%,9%,0,-13%,57%,21%,-6%,7%,4%,0.2%,-3%
CC1CC(C)CN(C(=O)C2CCCN(c3ncnc4c3nc3n4CCCCC3)C2)C1 (stereo unspecified),0%,-12%,u,-1%,-14%,-5%,-7%,0%,1%,0.3%,-5%
Cc1cc2sc3nc(=O)n(-c4ccccc4)c(=O)n3c2cc1C,-14%,u,3,-1%,u,u,1%,-3%,4%,-0.2%,8%
O=C(CSc1nnc(-c2ccccc2)n1Cc1ccccc1)N1CCOCC1,-8%,-1%,u,2%,-10%,3%,-9%,-1%,2%,-0.3%,8%
COc1cccc(-c2csc3nnc(SCC(=O)c4ccc(NC(C)=O)cc4)n23)c1,-5%,0%,-3,0%,3%,-7%,-5%,x,1%,-0.2%,7%
CCOc1ccc2[nH]c(=O)c(CN(CCO)C(=O)CC)cc2c1,7%,0%,-2,41%[activator],-12%,1%,0%,0%,-6%,-0.3%,0%
COc1ccc(Cc2nnc(SCC(=O)Nc3ccc(C)c(Cl)c3)[nH]c2=O)cc1,17%,-6%,5,4%,11%,-2%,-15%,6%,-2%,-0.3%,-5%
C#CCn1c(O)c(N=NC(=O)CNC(=O)/C=C/c2ccccc2)c2ccccc21,u,0%,-4,-9%,-26%,-2%,0%,4%,2%,-0.3%,-5%
CN(C)C(CNC(=O)c1cccc(C#N)c1)c1ccco1 (stereo unspecified),-37%,-5%,-8,2%,10%,5%,1%,1%,3%,0.1%,0%
CC1(NC(=O)N2CCCCC2)CCS(=O)(=O)C1 (stereo unspecified),14%,0%,-1,6%,-16%,9%,-11%,0%,0%,-0.1%,-2%
CCOC(=O)[C@@H]1[C@H]2COc3ccccc3[C@@H]2N2C(=O)N(c3cccc(F)c3)C(=O)[C@]12C,-7%,x,x,-1%,0%,x,-2%,-5%,x,x,x
O=C(CN(Cc1ccc(Br)cc1)S(=O)(=O)c1ccccc1)NCc1ccncc1,18%,-5%,u,2%,-21%,0%,-3%,6%,1%,-0.7%,17%
CCOC(=O)N1CCN(S(=O)(=O)c2ccc(OC)c(C(=O)N3CCCCC3)c2)CC1,12%,-3%,3,2%,-30%,-4%,-3%,3%,2%,-0.8%,3%
O=C(NCc1cccc(F)c1)C1CCC(=O)N(CC2CCCCC2)C1 (stereo unspecified),0%,2%,-1,1%,-4%,7%,0%,3%,1%,-0.1%,5%
COc1ccc(OC)c(C(C)NC=O)c1 (stereo unspecified),-2%,-5%,0,3%,16%,-4%,-10%,2%,-2%,-0.1%,1%
CCOc1cc(-c2noc(CCCC(N)=O)n2)cc(Br)c1OC,5%,1%,u,-2%,-5%,-9%,0%,1%,-1%,-0.3%,1%
CC(=O)Nc1ccc(OCC(O)Cn2c3ccccc3c3ccccc32)cc1 (stereo unspecified),28%,-9%,-3,u,-41%,-2%,-5%,-7%,1%,-0.9%,-4%
CCCn1c(O)c(N=NC(=O)c2cccnc2)c2cc(Br)ccc21,-33%,0%,1,-2%,-39%,20%,-7%,-1%,3%,-0.4%,9%
COc1ccc(CC(=O)Nc2ccc(/C(C)=N/NC(=O)c3cccc([N+](=O)[O-])c3)cc2)cc1,9%,2%,6,-1%,14%,12%,0%,-5%,1%,-0.5%,1%
Cc1cccc(-n2c(CCc3ccccc3)nnc2SCC(=O)c2ccccc2)c1,10%,-2%,2,x,-69%,2%,1%,-3%,-3%,-0.4%,-4%
CCCn1c(N)c(N(CCOC)C(=O)CSc2cc(C)c3cccc(C)c3n2)c(=O)[nH]c1=O,-20%,4%,3,1%,7%,-8%,-4%,4%,0%,-0.2%,-9%
